Wnt bcat act: Wnt/beta-catenin pathway activators, primary screen, cell-based, plate reader, single point; 300,000 tested, 1.2% active; Wnt/beta-catenin reporter cell assay, activator; activation, % at 9.35 µM; in the data active = activation above about 30%, passing the limit was not always enough;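 note: 0% = neutral control wells and 100% = positive control wells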
phage Ecoli inh: growth loss of phage-infected E. coli, primary screen, RecBCD inhibitor project, absorbance, with phage, HTS. inhibition, % at 11.9 µM. 360,000 tested, 0.26% active. AID 651602, 2012; in the data active = inhibition above about 11%
Active calls of the source: *.

Screening CCCCNC(=O)C1(C)CCN1C(=O)c1cccnc1Oc1ccccc1 (stereo unspecified) returned Wnt bcat act -1 and phage Ecoli inh 2.4.
`CC(C)(C)S(=O)(=O)N1C[C@@H]2CC(=O)C=C2[C@H]1CCO` gave Wnt bcat act 0 and phage Ecoli inh 2.4.
COc1cccc(-c2cccc(-c3nc(C(=O)NCCCN4CCOCC4)cc4c3[C@H](CCO)N(S(=O)C(C)(C)C)C4)c2)c1 (stereo partly specified) was read as Wnt bcat act 2 and phage Ecoli inh 2.0.
COC(=O)Cc1ccc(OC2(C)CCN(Cc3ccccc3)C2)cc1 (stereo unspecified) was read as Wnt bcat act -1 and phage Ecoli inh 2.0.
`COC(=O)[C@@]1(Sc2ccc(C)cc2)CC(=O)N[C@@H]1c1ccc(C(F)(F)F)cc1` gave Wnt bcat act -3 and phage Ecoli inh -0.6.
Screening CC(=O)c1cccc(-c2ccnc3c2CC(C(=O)NC(C)C)O3)c1 (stereo unspecified) returned Wnt bcat act -6 and phage Ecoli inh 3.0.
CC(N)c1csc(NC(=O)c2cc(C(C)(C)C)nn2Cc2ccccc2)n1 (stereo unspecified) was read as Wnt bcat act -1 and phage Ecoli inh -0.4.
For CCCS(=O)(=O)NC(=O)C1(C)CCCN(C(=O)c2ccccc2)C1 (stereo unspecified) the results were Wnt bcat act 5 and phage Ecoli inh 5.2.
For COc1ccc(S(=O)(=O)N2CCC[C@H]2C(=O)N2CCC[C@H]2C(=O)N[C@H](C)c2ccccc2)cc1C the results were Wnt bcat act -2 and phage Ecoli inh 0.0.
Screening CCOC(=O)c1ccc(Nc2ccc(C(C)=O)cc2)cc1 returned Wnt bcat act 13 and phage Ecoli inh 3.6.
CONC(=O)c1ccc(-c2cccc3nccn23)cc1 was read as Wnt bcat act 1 and phage Ecoli inh 3.0.
`CC(C)C[C@H]1CNC(=S)N1C[C@H]1CCCN1C[C@H](CC(C)C)N1C[C@H](CC(C)C)N(CCc2ccccc2)C1=S` gave Wnt bcat act -4 and phage Ecoli inh 1.2.
`COc1ccc(OC)c(S(=O)(=O)NCC2CCN(C(=O)C(=O)c3cccs3)CC2)c1` gave Wnt bcat act -4 and phage Ecoli inh 2.4.
`CN(C)CCNc1nc(Oc2cccc(F)c2)c2sccc2n1` gave Wnt bcat act -2 and phage Ecoli inh -0.9.
CCCCn1nnnc1C(c1ccccc1)N1CCc2ccccc2C1 (stereo unspecified) was read as Wnt bcat act -1 and phage Ecoli inh -0.6.
For COc1ccc(C(NC(=O)C2CCN(Cc3cc(OC)cc(OC)c3)CC2)c2ccccn2)cc1 (stereo unspecified) the results were Wnt bcat act -1 and phage Ecoli inh 0.7.
Screening CCCNC(=O)c1cc(C2CCCCN2C(=O)c2ccccc2)on1 (stereo unspecified) returned Wnt bcat act -2 and phage Ecoli inh -1.6.
Cc1ccc(S(=O)(=O)Nc2ccc(F)c(F)c2O)cc1 was read as Wnt bcat act 4 and phage Ecoli inh 3.5.
CC1=C(C(=O)N2CCCCCC2)CC(CC(=O)NC2CCCCC2)C(=O)N1Cc1ccc(C(C)(C)C)cc1 (stereo unspecified) was read as Wnt bcat act -3 and phage Ecoli inh 0.9.
NC(COCc1ccccc1)c1csc(Nc2ccc(C(=O)c3ccccc3)cc2)n1 (stereo unspecified) was read as Wnt bcat act -1 and phage Ecoli inh -1.1.
`CSc1ccc(CN2CCC(C)(Oc3cccc(C#N)c3)C2)cc1` (stereo unspecified) gave Wnt bcat act -2 and phage Ecoli inh 0.5.
CC1Nc2ncnc(N3CCc4ccccc4C3)c2N(Cc2ccccc2)C1=O (stereo unspecified) was read as Wnt bcat act -2 and phage Ecoli inh 2.6.
OC[C@@H]1CN(Cc2ccncc2)C[C@H](n2cnc3c(NCc4ccco4)ncnc32)O1 was read as Wnt bcat act -7 and phage Ecoli inh 3.2.
For CCOc1ccc(-c2cc(C(=O)Nc3cc(OC)c(OC)c(OC)c3)[nH]n2)c(C)c1 the results were Wnt bcat act -2 and phage Ecoli inh 2.0.
`Cc1ccc(Cc2c(C3CCCCC3)nc3c4ccccc4ccn23)cc1` gave Wnt bcat act 4 and phage Ecoli inh 1.1.
`CCNC(=O)C1CCCN(C(=O)c2ccco2)CC1` (stereo unspecified) gave Wnt bcat act 1 and phage Ecoli inh 1.2.
`CCOC(=O)C1=CC[C@@H](c2ccccc2)N(S(=O)(=O)c2ccc(C)cc2)[C@H]1c1ccc(CC)cc1` gave Wnt bcat act -2 and phage Ecoli inh 5.8.
`Cc1cc(N2CCN(S(C)(=O)=O)C[C@H]2C)ccc1N1CCN(Cc2ccccc2)[C@H](C)C1` gave Wnt bcat act -4 and phage Ecoli inh 2.9.
`O=C1CC2c3ccccc3CCN2C(=O)CN1Cc1ccccc1` (stereo unspecified) gave Wnt bcat act -2 and phage Ecoli inh 3.4.
Screening CCCCNC(=O)C1c2ccccc2OCC(=O)N1CCCN1CCOCC1 (stereo unspecified) returned Wnt bcat act 0 and phage Ecoli inh -1.5.
For CC1(C(=O)Nc2ccc3c(c2)OCCO3)CSCC(=O)N1CCOc1ccccc1 (stereo unspecified) the results were Wnt bcat act -2 and phage Ecoli inh 0.9.
COc1cc(CNC(=O)c2cc(-c3cc(F)ccc3OCC3CCCO3)n[nH]2)cc(OC)c1 (stereo unspecified) was read as Wnt bcat act -2 and phage Ecoli inh 3.5.
`COC(=O)Cc1ccc(OC2(C)CCN(Cc3ccc(-c4ccccn4)cc3)C2)cc1` (stereo unspecified) gave Wnt bcat act -3 and phage Ecoli inh 2.5.
`CC(C)(C)c1ccc(C#C[C@@H]2C=C[C@H](O)[C@@H](COC(=O)Nc3ccccc3)O2)cc1` gave Wnt bcat act 6 and phage Ecoli inh 4.0.
Cc1cc(C)c(S(=O)(=O)N2C[C@H]3CON(C)[C@H]3C[C@H]2c2ccc(-n3ccnc3)cc2)c(C)c1 was read as Wnt bcat act -4 and phage Ecoli inh 2.1.
`CCCNC(=O)c1cc2c(c(-c3cccc(-c4ccccc4F)c3)n1)[C@H](CCO)N(C(=O)CC1CC1)C2` gave Wnt bcat act 4 and phage Ecoli inh 1.5.
For CCNC(=O)C1(C)CCCN1Cc1c(F)cccc1F (stereo unspecified) the results were Wnt bcat act -5 and phage Ecoli inh 3.1.
For Cc1cc(N2CCN(C(=O)OC(C)(C)C)C[C@H]2C)ccc1N1CCN(Cc2ccccc2)[C@@H](C)C1 the results were Wnt bcat act -17 and phage Ecoli inh 6.2.
Screening CCCCCc1c(-c2cccc(F)c2)ncn1CCc1ccccc1OC returned Wnt bcat act -9 and phage Ecoli inh 0.2.
For COc1ccc([C@H]2CC(=O)C[C@@H](CCn3nnc4ccccc43)O2)cc1 the results were Wnt bcat act -1 and phage Ecoli inh 4.4.

Random excerpt: two compounds from above.
Cc1cc(C)c(S(=O)(=O)N2C[C@H]3CON(C)[C@H]3C[C@H]2c2ccc(-n3ccnc3)cc2)c(C)c1 was read as Wnt bcat act -4 and phage Ecoli inh 2.1.
Screening CCCCNC(=O)C1c2ccccc2OCC(=O)N1CCCN1CCOCC1 (stereo unspecified) returned Wnt bcat act 0 and phage Ecoli inh -1.5.

Following part
For O=C(Nc1cccc(C(F)(F)F)c1)c1csc([C@@H]2O[C@H](CO)[C@H](O)[C@H](O)[C@H]2O)n1 the results were Wnt bcat act -2 and phage Ecoli inh 1.8.
Screening COc1ccc(-c2oc3c(c2C(=O)OCCO)C(OCCCO)CCC3)cc1 (stereo unspecified) returned Wnt bcat act 0 and phage Ecoli inh 1.4.
`CC1(C(=O)NS(=O)(=O)c2cccc(OC(F)F)c2)CCN1C(=O)C1CC1` (stereo unspecified) gave Wnt bcat act -1 and phage Ecoli inh 2.6.
Screening COCCNC(=O)C1(C)CCN(Cc2ccccc2C#N)C1 (stereo unspecified) returned Wnt bcat act -1 and phage Ecoli inh 1.5.
`CCCNC(=O)C1(C)CCN(C(=O)c2ccccc2OC)C1` (stereo unspecified) gave Wnt bcat act -3 and phage Ecoli inh 1.6.
Cc1cccc(-c2cnc(C(O)c3ccc(F)c(C)c3)[nH]2)c1 (stereo unspecified) was read as Wnt bcat act 0 and phage Ecoli inh 9.3.
`O=C(NCc1ccccc1)C1c2ccccc2OCC(=O)N1CCc1ccccc1` (stereo unspecified) gave Wnt bcat act 0 and phage Ecoli inh 4.7.
For CCCCCNC(=O)C(c1cc2ccccc2o1)n1c(=O)c(-c2ccccc2)nc2ccccc21 (stereo unspecified) the results were Wnt bcat act -6 and phage Ecoli inh 0.9.
For O=C(NCC1CCN(Cc2ccccc2)CC1)[C@H]1O[C@@H](n2ccc(=O)[nH]c2=O)[C@H](O)[C@@H]1O the results were Wnt bcat act -2 and phage Ecoli inh 3.0.
`COC(=O)[C@@]1(Cc2ccc(F)cc2)[C@H]2c3cc(C(=O)N4CCCC4)n(Cc4ccc(C)c(F)c4F)c3C[C@H]2CN1C(=O)c1ccccc1` gave Wnt bcat act -14 and phage Ecoli inh 3.1.
`FC(F)(F)c1ccccc1Cc1c(-c2ccccc2)nc2ccc(Br)cn12` gave Wnt bcat act 0 and phage Ecoli inh 1.5.
COc1ccc(C(=O)N2CCCC(c3cc(C(=O)NCc4cccnc4)no3)C2)cc1 (stereo unspecified) was read as Wnt bcat act -3 and phage Ecoli inh 0.2.
Screening CN1CCN(c2ncnc3c2ncn3[C@H]2CN(Cc3ccc(F)cc3)C[C@@H](CO)O2)CC1 returned Wnt bcat act 1 and phage Ecoli inh 1.2.
`Oc1ccc(C[C@@H](CN2CCCC2CN2C(=S)NC[C@@H]2Cc2ccccc2)N2C[C@H](Cc3ccccc3)N(CC3CCCCC3)C2=S)cc1` (stereo partly specified) gave Wnt bcat act -6 and phage Ecoli inh 1.4.
`COCCCn1cc(CN2CC(N3CCN(Cc4cccc(C)c4)CC3)CS2(=O)=O)nn1` (stereo unspecified) gave Wnt bcat act -2 and phage Ecoli inh -2.0.
`C[C@H]1COc2cc(N3CCN(Cc4ccccc4F)CC3)ccc2S(=O)(=O)N1` gave Wnt bcat act -1 and phage Ecoli inh 1.7.
Cc1ccsc1-c1cc2nc(Nc3ccc(F)cc3)n(C)c(=O)c2s1 was read as Wnt bcat act 0 and phage Ecoli inh 1.6.
CN1OC[C@@H]2CN(C(=O)c3cccc4ccccc34)[C@H](c3ccccc3Br)C[C@@H]21 was read as Wnt bcat act -2 and phage Ecoli inh 1.8.
For O=C(NCc1ccccc1)[C@@H]1CCCN1C(=O)[C@@H](NS(=O)(=O)c1ccc(F)cc1F)C1CCCCC1 the results were Wnt bcat act 0 and phage Ecoli inh 3.1.
COc1ccccc1-c1noc2c1C(=O)N(Cc1cn(C3CCCC3)nn1)CC2 was read as Wnt bcat act -2 and phage Ecoli inh 1.2.

The final six compounds of the part before come first, to join the parts:
`COCCCn1cc(CN2CC(N3CCN(Cc4cccc(C)c4)CC3)CS2(=O)=O)nn1` (stereo unspecified) gave Wnt bcat act -2 and phage Ecoli inh -2.0.
`C[C@H]1COc2cc(N3CCN(Cc4ccccc4F)CC3)ccc2S(=O)(=O)N1` gave Wnt bcat act -1 and phage Ecoli inh 1.7.
Cc1ccsc1-c1cc2nc(Nc3ccc(F)cc3)n(C)c(=O)c2s1 was read as Wnt bcat act 0 and phage Ecoli inh 1.6.
CN1OC[C@@H]2CN(C(=O)c3cccc4ccccc34)[C@H](c3ccccc3Br)C[C@@H]21 was read as Wnt bcat act -2 and phage Ecoli inh 1.8.
For O=C(NCc1ccccc1)[C@@H]1CCCN1C(=O)[C@@H](NS(=O)(=O)c1ccc(F)cc1F)C1CCCCC1 the results were Wnt bcat act 0 and phage Ecoli inh 3.1.
COc1ccccc1-c1noc2c1C(=O)N(Cc1cn(C3CCCC3)nn1)CC2 was read as Wnt bcat act -2 and phage Ecoli inh 1.2.
Screening C=CCCC1CN(Cc2ccc(OC)cc2)S(=O)(=O)c2c(Oc3ccc(F)cc3OC)cccc2O1 (stereo unspecified) returned Wnt bcat act -2 and phage Ecoli inh 1.7.
O=C(NCc1ccccc1Cl)c1csc([C@@H]2O[C@H](CO)[C@H](O)[C@H](O)[C@H]2O)n1 was read as Wnt bcat act -1 and phage Ecoli inh 0.9.
Cc1nc2c(OCCC3CCCCC3)cccn2c1N(C)C(=O)CCC1CCCC1 was read as Wnt bcat act -2 and phage Ecoli inh 0.2.
Screening C[C@@H]1CN(c2ccc(N3CCNC[C@H]3C)cc2C#N)CCN1Cc1ccccc1 returned Wnt bcat act -6 and phage Ecoli inh 4.8.
For CC(C)NC(=O)N(C)C[C@@H]1OCc2cn(nn2)CCCC(=O)N([C@@H](C)CO)C[C@H]1C the results were Wnt bcat act -4 and phage Ecoli inh 4.0.
`COC(=O)C[C@@H]1CC[C@H](NC(=O)CC2CC2)[C@@H](CO)O1` gave Wnt bcat act 2 and phage Ecoli inh 1.9.
NC(=O)c1cccc(-c2ccnc3c2CC(C(=O)Nc2ccc(Cl)cc2)O3)c1 (stereo unspecified) was read as Wnt bcat act -3 and phage Ecoli inh 0.3.
`CCc1cc2c(nc1CC)CCCN2S(=O)(=O)c1ccc(C#N)cc1` gave Wnt bcat act -3 and phage Ecoli inh -0.5.
Screening CSCCNC(=O)C1(C)CCN1C(=O)c1cc(C)n(C)n1 (stereo unspecified) returned Wnt bcat act 0 and phage Ecoli inh 1.6.
CCCS(=O)(=O)NC(=O)C1(C)CCCN(C(=O)c2cc(C)n(C(C)(C)C)n2)C1 (stereo unspecified) was read as Wnt bcat act -3 and phage Ecoli inh 6.4.
`Nc1[nH]c(C(=O)c2ccc(Cl)cc2)c(-c2ccc(Br)cc2)c1C(=O)c1c[nH]c2ccc(F)cc12` gave Wnt bcat act -1 and phage Ecoli inh -1.0.
Screening CCCCNC(=O)C(NC(=O)c1ccccc1)C(=O)c1ccccc1 (stereo unspecified) returned Wnt bcat act -1 and phage Ecoli inh 1.7.

Entries from the list above that have a thiophene ring, fused or not (3):
`COc1ccc(OC)c(S(=O)(=O)NCC2CCN(C(=O)C(=O)c3cccs3)CC2)c1` gave Wnt bcat act -4 and phage Ecoli inh 2.4.
`CN(C)CCNc1nc(Oc2cccc(F)c2)c2sccc2n1` gave Wnt bcat act -2 and phage Ecoli inh -0.9.
Cc1ccsc1-c1cc2nc(Nc3ccc(F)cc3)n(C)c(=O)c2s1 was read as Wnt bcat act 0 and phage Ecoli inh 1.6.

Not all compounds are listed; the hit share may differ from the screen's.
